MEX-5 binding: MEX-5 zinc finger RNA-binding disruptors – biochemical, C. elegans, fluorescence polarization, MLPCN library, primary screen; Zinc finger protein mex-5 (Caenorhabditis elegans), Q9XUB2; MEX-5/FITC-TCR2 RNA binding; active compounds read low; activity score (negative = inhibition of binding), % at 10 µM; 300,000 compounds, 0.38% hits;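 active = inhibition past about -25% in most replicates, and total fluorescence under double the plate's negative control median, limit read from the data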;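 also: 0% = DMSO and -100% = 5 µM competing unlabeled TCR2 RNA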
Target sequence (Q9XUB2 whole entry, looked up): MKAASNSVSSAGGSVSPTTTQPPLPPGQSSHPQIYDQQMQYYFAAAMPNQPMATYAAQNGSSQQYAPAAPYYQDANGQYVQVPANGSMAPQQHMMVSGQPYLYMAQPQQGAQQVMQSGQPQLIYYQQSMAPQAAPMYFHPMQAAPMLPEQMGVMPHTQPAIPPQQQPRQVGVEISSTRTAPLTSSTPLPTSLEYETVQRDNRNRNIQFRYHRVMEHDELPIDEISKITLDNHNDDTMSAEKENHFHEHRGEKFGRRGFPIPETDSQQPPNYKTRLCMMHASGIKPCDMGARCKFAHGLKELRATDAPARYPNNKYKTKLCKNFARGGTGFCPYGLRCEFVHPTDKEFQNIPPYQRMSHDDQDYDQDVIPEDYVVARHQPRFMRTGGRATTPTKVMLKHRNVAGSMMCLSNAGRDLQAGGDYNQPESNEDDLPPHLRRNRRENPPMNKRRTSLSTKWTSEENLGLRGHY
MCL1 BIM primary: inhibitors of MCL1 binding to BIM-BH3, primary screen, biochemical, fluorescence polarization; Induced myeloid leukemia cell differentiation protein Mcl-1 (Homo sapiens), Q07820; GST-MCL1 / FITC-Bim-BH3 fluorescence polarization; inhibition, % at 10.9 µM; 320,000 compounds, 0.68% hits;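 active = inhibition above the mean inhibition of all tested compounds plus 3 SD, set per campaign, cut at about 40% in these data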;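 also: 0% = DMSO wells and 100% = unlabeled Bim-BH3 peptide control; higher means more loss of mP so more displacement of Bim peptide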
GLD-1 TGE inh: GLD-1/TGE RNA complex disruptors, primary screen, biochemical, fluorescence polarization; Female germline-specific tumor suppressor gld-1 (Caenorhabditis elegans), Q17339; purified GLD-1 + fluorescein TGE RNA; inhibition, % at 5.96 µM; 320,000 compounds, 0.44% hits; AID 2280, 2010;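 active = percent inhibition above a per-plate cutoff, the plate mean of test compounds plus 3 SD, cut at about 30% in these data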;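 also: 0% = DMSO wells with GLD-1 and probe and 100% = wells lacking GLD-1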
Fam108B counter: mouse Fam108B serine hydrolase inhibitors, primary screen, counter-screen for RBBP9 inhibitor project, biochemical, fluorescence polarization. AID 1947, 2009. 300,000 compounds, 0.33% hits. inhibition, % at 9.51 µM. recombinant Fam108B, FP-Rh probe fluorescence polarization;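 active = inhibition above the screen mean inhibition plus 3 SD, computed separately per campaign, cut at about 18% in these data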;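 also: inhibitors lower polarization as less probe binds the enzyme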
PAD4 FP inh: human PAD4 inhibitors, primary screen, biochemical, fluorescence polarization, 1536-well format; Protein-arginine deiminase type-4 (Homo sapiens), Q9UM07; recombinant PAD4, RCA probe fluorescence polarization; inhibition, % at 6.36 µM; 330,000 compounds, 0.41% hits; AID 485272, 2010;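 active = percent inhibition above a cutoff equal to the mean of all tested compounds plus 3 SD, cut at about 15% in these data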;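 also: 0% = PAD4 with RCA probe and DMSO and 100% = probe without PAD4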
PME-1 inh: PME-1 inhibitors via competitive probe labeling, primary screen, biochemical, fluorescence polarization, FP-Rh probe, HTS. Protein phosphatase methylesterase 1 (Homo sapiens), Q9Y570. recombinant PME-1. inhibition, % at 5.9 µM. 320,000 compounds, 0.53% hits;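 active = inhibition above the campaign mean of all compounds plus 3 SD, cut at about 26% in these data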;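 also: competitive labeling of PME-1 active site by serine hydrolase directed probe; 0% = PME-1 with DMSO and 100% = wells lacking PME-1 enzyme; inhibitors block probe labeling so polarization falls and inhibition rises; many of its hits are not listed in these tables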
Target sequence (Q9Y570 whole entry, looked up): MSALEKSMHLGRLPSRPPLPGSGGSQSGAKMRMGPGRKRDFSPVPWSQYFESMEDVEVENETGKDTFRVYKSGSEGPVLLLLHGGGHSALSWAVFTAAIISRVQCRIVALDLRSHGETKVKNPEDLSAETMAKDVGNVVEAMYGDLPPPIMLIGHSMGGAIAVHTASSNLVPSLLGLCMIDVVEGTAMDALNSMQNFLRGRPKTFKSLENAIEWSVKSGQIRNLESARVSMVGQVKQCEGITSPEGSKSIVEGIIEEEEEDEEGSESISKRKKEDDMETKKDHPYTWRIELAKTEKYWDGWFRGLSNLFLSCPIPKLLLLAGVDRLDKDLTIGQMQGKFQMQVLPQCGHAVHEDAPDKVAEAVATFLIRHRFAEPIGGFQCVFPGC
BCLXL inh: inhibitors of human Bcl-xL, primary screen, biochemical, fluorescence polarization, HTS. inhibition, % at 10.9 µM. GST-Bcl-xL / FITC-Bim BH3 peptide fluorescence polarization. Bcl-2-like protein 1 (Homo sapiens), Q07817. 320,000 compounds, 0.7% hits;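 active = inhibition above the mean of all tested compounds plus 3 SD, cutoff set per campaign, cut at about 30% in these data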;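 also: 0% = DMSO wells and 100% = unlabeled Bim-BH3 peptide competitor; inhibitors lower millipolarization by displacing the labeled peptide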
GSTO1 inh: inhibitors of recombinant GSTO1, primary screen, counter-screen for RBBP9 inhibitor project, biochemical, fluorescence polarization. Glutathione S-transferase omega-1 (Homo sapiens), P78417. activity-based probe fluorescence polarization. inhibition, % at 5.96 µM. 300,000 compounds, 1.1% hits. AID 1974, 2009;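 active = inhibition above the campaign mean inhibition plus 3 SD, cut at about 35% in these data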;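 also: 0% = GSTO1-1 with DMSO and 100% = wells lacking GSTO1-1 enzyme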
Target sequence (P78417 whole entry, looked up): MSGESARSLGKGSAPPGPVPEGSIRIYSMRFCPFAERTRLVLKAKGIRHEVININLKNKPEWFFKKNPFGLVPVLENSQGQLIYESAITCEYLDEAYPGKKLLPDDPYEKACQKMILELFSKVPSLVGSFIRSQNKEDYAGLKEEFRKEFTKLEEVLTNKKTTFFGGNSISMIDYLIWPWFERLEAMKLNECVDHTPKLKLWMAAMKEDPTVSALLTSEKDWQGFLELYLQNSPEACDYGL
TPT1 inh: Candida albicans TPT1 enzyme inhibitors, primary screen, biochemical, fluorescence polarization | recombinant caTPT1, FP RNA substrate dephosphorylation | inhibition, % at 5 µM | 300,000 compounds, 0.81% hits | tRNA 2'-phosphotransferase TPT1 (Candida albicans SC5314);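 active = inhibition above the mean of all tested compounds plus 3 SD, set per screening campaign, cut at about 24% in these data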;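 also: plate controls were DMSO alone for no effect and ferristatin control at 100 nM for full effect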
Starred values were filed as active, the others as inactive; nt = not tested or not shown. The list is partial; the hit share may differ from the screen's.

SMILES	MEX-5 binding	MCL1 BIM primary	GLD-1 TGE inh	Fam108B counter	PAD4 FP inh	PME-1 inh	BCLXL inh	GSTO1 inh	TPT1 inh
O=C(NNc1ccc(-c2csnn2)cc1)c1ccccc1C(F)(F)F	0.4	-3	2	0	0	-4	0	10	4
CC1(C)CC(=O)C=C(Nc2ccccc2O)C1	-1.7	6	-4	-5	3	-1	6	-8	1
O=[N+]([O-])c1ccc(S(=O)(=O)N2CCN(Cc3c[nH]c4ccccc34)CC2)cc1	4.3	-2	3	1	-2	8	4	9	0
Cc1nc(S(=O)(=O)N2CCOCC2)c(C#N)c(C)c1Cl	-0.5	-7	9	-5	6	-2	-1	-23	5
NC(=O)c1ccsc1NC(=O)CSc1nc2ccccc2c(=O)n1CCCO	-4.5	-1	8	-4	-3	-1	0	-1	-6
O=S(=O)(c1ccc(Oc2ccc(S(=O)(=O)N3CCOCC3)cc2)cc1)N1CCOCC1	2.9	0	-2	2	-6	0	4	-4	1
Cc1ccc(NS(=O)(=O)c2cccc(C(=O)NCC(c3cccs3)N3CCOCC3)c2)cc1 (stereo not drawn)	nt	-1	2	nt	-3	4	3	nt	nt
CC(=O)Nc1ccc(CN2CCCCCCC2)cc1	-4.3	3	7	-3	1	2	3	2	0
Cn1ncc(C(=O)Nc2ccc(OC(F)(F)F)cc2)c1-n1cccc1	-0.9	-2	5	1	3	3	0	3	0
Cc1cc(C(F)(F)F)c(C#N)c(SCC(=O)NC(C)(C)C)n1	2.8	1	1	3	1	3	1	-2	5
COc1cccc(/C=N/NC(=O)C(=O)N2CCCCCC2)c1O	-2.8	8	1	2	1	1	9	3	-3
Nc1nc2ncc(-c3ccsc3)c(N)n2n1	0.4	4	-2	0	-4	-3	7	4	4
O=C(CCN1C(=O)C2C3CCC(C3)C2C1=O)Nc1ccccc1C(F)(F)F (stereo not drawn)	0.1	-3	-1	1	-1	1	0	0	-3
CCOC(=O)C1=C(C)NC(C)=C(C(=O)OCC)C1C(=O)OCC(=O)N(CC)C1CCS(=O)(=O)C1 (stereo not drawn)	-2.9	-1	3	5	2	1	1	0	-1
COc1cccc(CN2CCNC(=O)C2CC(=O)N2CCCCO2)c1OC (stereo not drawn)	-1.9	10	4	2	-2	-6	16	9	-3
Clc1ccc(SCc2cc(Cl)nc(-c3ccccc3)n2)cc1	1.7	2	-3	-3	-3	0	5	-5	-1
O=C(c1ccccc1Cl)N1N=C(c2ccc(Br)cc2)CC1c1nc2ccccc2[nH]1 (stereo not drawn)	-0.3	13	1	-24	0	-6	14	10	-4
COC(=O)c1sc(-c2ccc(Cl)cc2)cc1NC(=O)CSCC(=O)O	2.3	21	13	-7	-4	-2	21	26	1
COc1cc(O)c(C(CCN2CCCC2)c2ccc(N(C)C)cc2)c(OC)c1 (stereo not drawn)	5.2	7	5	2	-1	-1	1	9	-5
O=C(CSc1nc2[nH]ncc2c(=O)[nH]1)N1CCCC1	-0.2	5	1	2	-2	-1	8	2	1
CCCNC(=O)NNC(=O)c1ccc(F)cc1	-1.6	2	-5	1	-4	3	3	-4	3
COC(=O)c1c2c(nc3ccccc13)CCC2	-2.0	4	-8	-3	-1	4	-1	3	2
NC(=O)c1ccc(NC(=O)COC(=O)c2cc(S(=O)(=O)N3CCOCC3)ccc2N2CCCCC2)cc1	-0.9	-3	-7	-9	-5	-3	-6	13	3
O=C(c1ccc(Cl)c(S(=O)(=O)N2CCCC2)c1)N1CCN(c2ccc(F)cc2)CC1	0.6	8	0	-5	-1	-2	11	6	0
CSc1sc(C)cc1/C=N/O	-2.4	15	-2	-2	-5	-2	5	4	1
CCOc1ccc(-c2nc(C#N)c(NC3CC3)o2)cc1	2.4	3	1	2	3	5	4	2	1
CC(C)(C)N=C1SCC(C)(/C=N/O)S1 (stereo not drawn)	-1.2	18	1	-3	1	-15	8	42*	0
CCCNc1ccc(C(=O)OCC)cc1[N+](=O)[O-]	1.0	-5	-1	0	0	2	1	-2	0
O=C(CSc1ncn[nH]1)N/N=C/c1ccc(C(F)(F)F)cc1	-0.1	-6	0	-3	-3	1	-3	-3	-1
Cc1ccc2[nH]c(C(=O)N3CCC(C(N)=O)CC3)cc2c1	0.3	10	4	-3	0	-1	5	5	0
COc1ccc(-n2ncc3c(SCC(=O)NNC(C)=O)ncnc32)cc1	-3.2	-3	1	0	0	-1	4	-13	-6
O=C(COc1ccccc1)NC1CCSc2ccccc21 (stereo not drawn)	1.7	-5	1	1	1	-6	-1	5	0
O=C(NNc1ccccc1Br)C(O)(c1cccc(C(F)(F)F)c1)c1cccc(C(F)(F)F)c1	1.7	-2	9	-32	-2	-39	2	-8	3
CC(C)(C)NC(=O)CN(Cc1cccs1)C(=O)c1csnn1	-1.0	0	2	-2	1	5	2	-8	-4
O=C(N/N=C/c1sc(=O)n(Cc2ccc(Br)cc2)c1Cl)c1ccco1	-1.8	0	-1	-13	-1	0	1	-7	15
Cc1cc(=O)[nH]c(NCCO)n1	-0.8	2	-3	-4	5	-6	3	0	2
COc1ccccc1C(=O)Nc1nnc(-c2ccco2)s1	0.6	7	2	-1	-1	-3	2	-3	1
Cc1ccnc(NC(=O)c2cccc(S(=O)(=O)N3CCCC3)c2)c1	-0.8	1	0	-2	-2	-4	-6	5	2
COc1ccc(C(=O)c2ccc(OC)c(Br)c2)cc1Br	nt	-1	3	-1	-2	6	3	-5	1
O=C(NC1CCN(Cc2ccccc2)CC1)C12CC3CC(CC(C3)C1)C2	nt	2	9	-4	0	5	-1	-2	-1

3 neighbouring compounds out of the list so far, for reference:
SMILES	MEX-5 binding	MCL1 BIM primary	GLD-1 TGE inh	Fam108B counter	PAD4 FP inh	PME-1 inh	BCLXL inh	GSTO1 inh	TPT1 inh
Cc1cc(=O)[nH]c(NCCO)n1	-0.8	2	-3	-4	5	-6	3	0	2
COc1ccccc1C(=O)Nc1nnc(-c2ccco2)s1	0.6	7	2	-1	-1	-3	2	-3	1
Cc1ccnc(NC(=O)c2cccc(S(=O)(=O)N3CCCC3)c2)c1	-0.8	1	0	-2	-2	-4	-6	5	2

Continued:
SMILES	MEX-5 binding	MCL1 BIM primary	GLD-1 TGE inh	Fam108B counter	PAD4 FP inh	PME-1 inh	BCLXL inh	GSTO1 inh	TPT1 inh
CC(Nc1cc(=O)n(C)c(=O)[nH]1)c1ccccc1 (stereo not drawn)	0.1	1	2	2	1	-1	3	-12	1
N#Cc1c(SC(C(=O)O)c2ccccc2)nc2c(c1-c1cccs1)CCCC2 (stereo not drawn)	-1.3	11	3	-4	0	6	5	-16	-4
CCOc1ccc(NC(=O)/C(C#N)=C/c2ccc(N3CCCC3)c(C)c2)cc1	nt	-46	-40	-8	-3	-2	-23	-12	83*
Cc1ccc(C)c(NS(=O)(=O)c2c(C)ccc3nsnc23)c1	-1.5	5	-1	-1	-5	25	5	-10	1
O=C(CC(=O)c1cc(Cl)ccc1O)c1ccccc1	1.0	-3	6	-3	4	0	-1	-8	-1
CCN1CC(CN(C)Cc2cn(-c3ccc(C)cc3)nc2-c2cccc(C)c2)CC1=O (stereo not drawn)	3.0	10	-4	-3	-2	-1	6	0	-6
Cc1ccc(Cn2c(NCCc3ccccc3)nc3c2c(=O)n(C)c(=O)n3C)cc1	-1.1	-2	-5	2	1	7	1	2	1
c1ccc2c(N3CCCCC3)nc(N3CCCC3)nc2c1	-1.4	8	4	1	0	4	6	1	4
CCC(=O)N(CC(=O)Nc1sc(C)c(C)c1C(N)=O)C1CCCCC1	0.3	2	9	2	1	-4	-4	-3	6
COC(=O)C1CN(C(=O)COc2ccc(C)cc2)c2ccccc2O1 (stereo not drawn)	3.1	3	0	2	-2	-2	3	1	2
CC(C)C1CC(CCNCc2ccc(N(C)C)cc2)(c2ccccc2)CCO1 (stereo not drawn)	2.6	7	2	-1	3	3	5	0	0
CCCC(c1nnnn1Cc1ccc2c(c1)OCO2)N1CCC(C(N)=O)CC1 (stereo not drawn)	1.5	5	4	-2	1	1	-1	-3	2
Cc1cc(C(F)(F)F)cc(NNC(=O)NC(=O)c2c(F)cccc2Cl)n1	0.3	0	4	-2	6	0	0	0	1
CCCCn1c(N)c(N(CC)C(=O)c2ccco2)c(=O)[nH]c1=O	nt	-12	6	nt	1	4	-10	nt	nt
Cc1cccc(Nc2ncnc3c2cnn3C)c1	5.0	8	5	-7	2	3	7	5	-1
Cc1ccc(OCC(=O)NCCC2=CCCCC2)cc1	nt	10	6	-2	3	2	6	6	1
COc1cccc(N(CC(=O)NC(C)(C)C)C(=O)C2CSC(=O)C2)c1 (stereo not drawn)	-1.0	4	2	2	-6	3	-1	5	1
CC1(C)CC(=O)/C(=C(/O)Cc2ccccc2)C(=NCCc2ccccc2)C1	5.1	-2	5	2	-2	2	-6	-3	2
CC(C)N1CC2=C(C1=O)C(c1ccc(O)cc1)NC(=O)N2C (stereo not drawn)	-0.3	-4	0	2	2	3	0	-1	-5
Cc1ccc(S(=O)(=O)c2c(C)cc(C)nc2N2CCCC2)cc1	-1.7	7	-3	10	-4	-2	9	9	0
Cc1ccccc1NC(=O)C1c2cccc[n+]2CC(=O)N1c1c(C)cccc1C (stereo not drawn)	-6.1	-8	12	-5	-6	-3	4	14	-5
CCCCn1c2c(c(=O)n(C)c1=O)C(CC(=O)OCC(=O)Nc1cccc(C(F)(F)F)c1)C(=O)N2 (stereo not drawn)	0.1	4	6	-1	-1	-1	6	7	-4
COC(=O)CSc1nc(NC(C)(C)C)nc(N(C)C)n1	2.0	2	2	0	3	-6	6	13	-4
COc1ccc(OCC(=O)N2CCC(Cc3ccccc3)CC2)cc1	-0.9	-2	3	-2	1	-1	3	-4	-2
COC(=O)Cc1[nH]nc2c1C(c1cccc(OC)c1OC)C(C#N)=C(N)O2 (stereo not drawn)	-0.4	1	0	1	-5	1	-1	23	5
COc1ccc(C)cc1NC(=O)CN1CCN(c2ccc(F)cc2)CC1	-2.2	8	4	-2	0	-1	6	15	-8
CC1=C(C(=O)OCc2ccccc2)C(c2ccco2)C2=C(CC(C)(C)CC2=O)N1 (stereo not drawn)	1.4	-3	-3	3	-1	-1	3	2	-1
COc1ccccc1C(=O)NC(=S)Nc1ccc(N2CCCC2)cc1	-1.0	5	-5	4	-7	6	1	0	0
CCN(CCNC(=O)c1cccc(N2CCCC2=O)c1)c1ccccc1	0.0	-9	3	-2	0	-9	4	2	-6
O=C(CNS(=O)(=O)c1cccc(Br)c1)NCC1CCCCC1	0.5	14	12	0	0	2	5	11	-6

Source: PubChem
